# Screens: PubChem, several laboratories
# CAL PDZ FP-1 – CAL PDZ (human) peptide binding inhibition; purified CAL PDZ, TMR-peptide fluorescence polarization, 1 h; inhibition, % at 24.9 µM; Q9HD26; 0.92% of 300,000 active; AID 602252;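 active = mean inhibition of at least 30% with at least half of replicates also reaching 30%; inconclusive = no clear call, values can overlap the other calls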;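 also: 0% = DMSO neutral control and 100% = excess unlabeled competitor peptide PRC23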
# AddAB inh – less growth of phage-infected E. coli with AddAB; E. coli expressing H. pylori AddAB, absorbance growth; inhibition, % at 11.9 µM; 0.29% of 330,000 active; AID 435030; in the data active = inhibition above about 12%;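 also: 0% = vehicle wells of infected cells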
# MITF act – activators of MITF-driven TRPM1 promoter activity in SK-MEL-5 cells | SK-MEL-5 TRPM1-promoter luciferase, 24 h; % of positive control, neutral wells = 0 | activation, % at 12.5 µM | 0.75% of 300,000 active | AID 588334;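 active = mean activation of at least 80% with every replicate also reaching 80%; inconclusive = mean reaches 80% but some replicate falls short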;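 also: 0% = neutral control wells and 100% = parthenolide positive control wells; values of inactives mirror those of a sister screen read the other way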
# SR-BI uptake up – SR-BI HDL lipid transfer activation; AID 504775; CHO ldlA[mSR-BI] cells, DiI-HDL uptake fluorescence, 3 h; 100 = double the neutral-control signal; 0.096% of 320,000 active; activation, % at 12.5 µM;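 active = mean replicate activation of at least 60% and every replicate at or above 60%; inconclusive = mean or all-replicate condition met, but not both; inactive = mean below 60% and not all replicates reaching 60%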;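 also: 0% = median plate neutral-control signal and 100% = twice that signal; values of inactives mirror those of a sister screen read the other way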
#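 Test system: SR-BI-overexpressing, LDLR-lacking CHO cells; Also added: labelled HDL, 10 µg/mL; Measured by: bottom-read cell fluorescence after medium removal, ex 550/em 595 nm; Timing: 3 h uptake period with compound, 37 °C; Buffer or medium: F12, 0.5% BSA, 25 mM HEPES; Doses: single compound concentration, delivered by pin transfer.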
# Wnt bcat act – activates Wnt/beta-catenin signaling in a reporter cell assay; activation, % at 9.35 µM; 1.2% of 300,000 active; activator, plate reader; AID 743398; in the data active = activation above about 30%, passing the limit was not always enough; inconclusive = no clear call, values can overlap the other calls;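 also: 0% = neutral control wells and 100% = positive control wells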
# Tat export inh – inhibitors of E. coli Tat protein transport. 0.036% of 340,000 active. AID 488895. inhibition, % at 10 µM. E. coli MC4100 TorA-mCherry Tat export, fluorescence;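 active = mean replicate inhibition at least 50% and at least half of replicates individually reaching 50%; inconclusive = only one of the two criteria met; inactive = neither criterion met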;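 also: exported cargo escapes ClpAP degradation while cytoplasmic cargo is degraded and loses fluorescence; 0% = median of neutral control wells and 100% = median of NaSCN control wells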
# phage Ecoli inh – E. coli growth loss with phage present. 0.26% of 360,000 active. inhibition, % at 11.9 µM. growth absorbance; in the data active = inhibition above about 11%
# E coli growth – bacterial growth inhibition, counter-screen for AddAB inhibitors. inhibition, % at 11.9 µM. 0.27% of 330,000 active. AID 449728. E. coli V3065 growth, OD600 absorbance, 18 h;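 active = inhibition above the campaign's mean inhibition across all tested compounds plus 3 SD, cut at about 9.9% in these data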;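 also: uninfected addAB+ strain grown without phage in ampicillin broth; 0% = DMSO wells and 100% = ciprofloxacin 0.95 µg/ml wells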
# CAL PDZ FP-2 – human CAL PDZ-peptide interaction inhibition; purified CAL PDZ, TMR-peptide fluorescence polarization, 1 h; inhibition, % at 20 µM; 0.02% of 330,000 active; AID 504414;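 active = highest replicate inhibition of at least 40%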;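 also: plate controls were DMSO neutral control wells for no effect and unlabeled competitor peptide control wells for full effect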
#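 Test system: tagged CAL PDZ domain / Buffer or medium: sodium phosphate/NaCl buffer pH 7.4 with TCEP, IgG, Thesit / Reagent: TMR-labelled reporter peptide T*-PRC34 bound in PDZ groove / Compound dosing: single point, 20 µM / Schedule: 1 h incubation at room temperature before polarization reading / Technique: fluorescence polarization (mP) / Benchmarks: unlabelled peptide, DMSO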
# SR-BI HDL uptake – mouse SR-BI HDL lipid transfer inhibition. Q61009. ldlA[mSR-BI] CHO cells, DiI-HDL uptake fluorescence, 3 h. inhibition, % at 12.5 µM. 0.96% of 320,000 active;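 active = mean replicate inhibition of at least 70% and a set share of replicates each scoring 70 or more; inconclusive = meets just one of the two criteria; inactive = fails both criteria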;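 also: 0% = median of neutral control wells and 100% = median of positive control wells; values of inactives mirror those of a sister screen read the other way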
# Target sequence (Q61009 whole entry, looked up): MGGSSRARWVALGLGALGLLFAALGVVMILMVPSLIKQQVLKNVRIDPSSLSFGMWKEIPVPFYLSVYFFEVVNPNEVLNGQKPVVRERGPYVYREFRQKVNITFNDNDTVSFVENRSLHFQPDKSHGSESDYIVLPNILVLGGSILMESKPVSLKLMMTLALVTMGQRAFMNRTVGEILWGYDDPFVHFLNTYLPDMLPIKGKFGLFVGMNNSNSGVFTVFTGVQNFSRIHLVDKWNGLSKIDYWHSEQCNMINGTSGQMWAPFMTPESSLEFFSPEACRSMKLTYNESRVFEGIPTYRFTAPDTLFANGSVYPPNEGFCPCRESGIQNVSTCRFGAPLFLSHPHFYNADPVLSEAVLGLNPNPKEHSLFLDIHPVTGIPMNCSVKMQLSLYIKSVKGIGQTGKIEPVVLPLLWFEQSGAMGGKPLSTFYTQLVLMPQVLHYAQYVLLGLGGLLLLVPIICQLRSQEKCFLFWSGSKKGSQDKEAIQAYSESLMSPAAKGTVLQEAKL
# An asterisk follows results filed as active; u = inconclusive; x = not tested or not shown.
SMILES,CAL PDZ FP-1,AddAB inh,MITF act,SR-BI uptake up,Wnt bcat act,Tat export inh,phage Ecoli inh,E coli growth,CAL PDZ FP-2,SR-BI HDL uptake
O=C(NCCCN1CCOCC1)c1cccc(S(=O)(=O)N2CCc3ccccc3C2)c1,-1.9,1.4,3.4,4.2,13.0,-20.6,0.6,-0.9,0.7,-4.2
Cc1cc(C#N)c2ccccc2n1,-0.7,0.4,-4.2,27.7,x,-6.1,0.9,0.1,0.1,-27.7
CCN(CC)C(=O)COC(=O)c1ccc(C)c(NC(=O)c2ccco2)c1,-13.8,1.3,-3.9,14.1,-2.2,0.6,3.1,-0.5,-0.6,-14.1
O=C(COC(=O)C1CCN(S(=O)(=O)c2cccs2)CC1)Nc1ccccc1,-2.0,4.9,-4.3,11.1,-22.5,-7.1,3.0,0.3,-0.5,-11.1
CCOC(=O)c1cnc2cc(-c3ccc(C(C)(C)C)cc3)nn2c1N,-0.2,-0.5,68.4,14.0,x,4.0,2.5,1.6,0.5,-14.0
CCOC(=O)C1CCCN(c2c(N3CCN(c4cccc(Cl)c4)CC3)c(=O)c2=O)C1 (centres undefined),x,1.4,x,15.2,-3.0,0.1,0.8,1.1,-0.6,-15.2
COc1ccc(OCC(=O)NNC(=S)NC(=O)c2ccc([N+](=O)[O-])cc2)cc1,-2.3,-0.2,4.3,-0.1,0.1,-6.8,-2.2,-4.9,-0.4,0.1
Nc1ccc(C(=O)Nc2ccc3c(O)cc(S(=O)(=O)O)cc3c2)cc1,x,x,5.4,4.0,-4.2,0.2,1.9,x,0.3,-4.0
CN(Cc1ccccc1)C(=O)COc1cccnc1[N+](=O)[O-],-0.1,-0.2,4.7,24.5,-0.4,-4.6,2.1,-0.7,-1.7,-24.5
Cc1cc(=O)[nH]c(SCc2ccc(Cl)cc2)n1,-3.7,4.5,6.4,14.0,0.7,-0.2,1.2,-0.8,-1.8,-14.0
CCCn1c(SC(C)C(=O)NCC2CCCO2)nc2sc3c(c2c1=O)CCC3 (centres undefined),x,-0.9,1.7,11.3,0.4,0.2,0.1,-2.1,-2.0,-11.3
Cc1ccc(C(=O)OCC(=O)Nc2ccc3[nH]c(=O)[nH]c3c2)cc1[N+](=O)[O-],-6.2,0.3,8.0,-19.1,6.2,-1.5,0.1,0.1,-0.3,19.1
CCOC(=O)c1c(C)[nH]c(C2=NNC(=NC3CC3)SC2)c1C,0.7,1.7,-58.5,-19.7,x,-0.5,x,1.2,-2.2,19.6
Cc1cc(N2CCCC2)nc2ccc(NC(=S)NC(C)C)cc12,-4.6,-1.5,20.6,-23.5,2.2,2.6,3.7,-2.3,-1.8,23.5
O=[N+]([O-])c1ccc(NCCCO)c(S(=O)(=O)N2CCOCC2)c1,-2.8,-0.6,-14.5,-33.0,-2.2,3.1,2.4,-2.5,4.9,33.0
c1ccc(COC2COC3C(OCc4ccccc4)COC23)cc1 (centres undefined),-2.9,x,-13.7,34.1,-3.3,-6.6,2.9,x,-0.7,-34.1
O=C1N(c2ccccc2C(F)(F)F)O[C@]1(c1ccccc1)C1CCCCC1,-1.0,0.3,-4.7,7.0,-1.6,4.5,0.3,-1.5,-0.5,-7.0
O=c1[nH]cc(COCC(F)CCl)c(=O)[nH]1 (centres undefined),x,1.3,3.8,x,-0.9,-1.2,3.1,2.8,-0.7,x
CCC(c1nnnn1CCc1ccccc1)N1CCN(C(=O)c2ccco2)CC1 (centres undefined),-3.8,-1.0,-2.1,13.8,-6.1,-6.3,1.1,0.3,x,-13.8
OC(COCc1ccc2c(c1)OCO2)CN1CCCCC1 (centres undefined),x,3.0,-9.5,23.2,-0.9,16.0,2.9,1.6,-1.9,-23.2
CC(=O)Nc1ccc(NC(=O)CN(c2cc(Cl)ccc2Cl)S(C)(=O)=O)cc1,x,-0.2,-0.9,8.1,7.1,3.9,2.6,0.9,-0.7,-8.1
O=C(c1cncc(Br)c1)N1CCN(S(=O)(=O)c2ccc3ccccc3c2)CC1,8.4,1.3,-8.7,17.0,-3.4,-2.9,3.2,1.6,0.8,-17.0
Cc1ccnc(NC(=O)c2cc(-n3cnnc3)ccc2Cl)c1,-0.8,0.7,-6.8,23.6,-4.9,-4.8,2.2,0.9,-4.1,-23.6
Cc1ccc(C2Nc3ccccc3C(=O)N2CCCN2CCOCC2)cc1 (centres undefined),-5.7,-0.3,x,-7.8,-1.5,-12.5,2.3,0.8,-0.5,7.8
O=C(NCC(=O)N1CC(O)CC1C(=O)N1CC(O)CC1C(=O)OCc1ccccc1)OCc1ccccc1 (centres undefined),-3.3,2.3,-14.2,1.1,-0.8,-10.2,2.7,1.0,-1.4,-1.1

# Next section.
SMILES,CAL PDZ FP-1,AddAB inh,MITF act,SR-BI uptake up,Wnt bcat act,Tat export inh,phage Ecoli inh,E coli growth,CAL PDZ FP-2,SR-BI HDL uptake
O=C(COC(=O)/C=C/c1ccccc1[N+](=O)[O-])NCC(F)(F)F,-1.8,1.1,-21.2,29.8,-0.7,-0.4,2.8,-0.8,-3.4,-29.8
COc1ccc(CNC(=O)C2CSCCS2)cc1 (centres undefined),-4.5,3.3,10.8,-0.4,3.7,-6.4,-0.5,-0.4,-0.7,0.4
CN(c1ccc(F)cc1)S(=O)(=O)c1ccc(Cl)c(C(=O)OCC(=O)NC2CC2)c1,-8.0,-0.5,-2.4,-23.9,-4.3,0.4,5.2,-0.1,-0.9,23.9
COc1cccc(O)c1CN1CCC(C(=O)Nc2ccc(-c3cccc(C)c3)cc2)CC1,0.1,3.1,-33.0,-23.9,-6.4,-3.3,4.6,-0.8,-3.5,23.9
Cn1c(CC(=O)Nc2ccc(Cl)cc2)nnc1SCC(=O)N1CCOCC1,-2.3,2.3,8.6,9.8,-0.9,-2.0,0.6,0.1,-0.9,-9.8
Cc1cc(=O)[nH]c(N/N=C/c2ccc(Cl)cc2Cl)n1,0.2,-4.8,25.1,-0.1,12.1,4.2,2.5,0.1,-0.6,0.1
Cc1cc(N2C(=O)C(O)=C(C(=O)c3cccs3)C2c2cccc(Br)c2)no1 (centres undefined),0.3,-2.5,-0.2,20.2,-0.1,-6.4,1.9,-2.7,0.3,-20.2
COC(=O)c1[nH]c2cccc(OC)c2c1NC(=O)CCN1CCC(C)CC1,-2.0,3.5,-14.6,6.2,x,-6.8,-0.8,-2.3,0.0,-6.2
Cc1c(C)c2ccc(OC(C)C(=O)NCCCN3CCOCC3)c(C)c2oc1=O (centres undefined),-1.8,-0.2,0.6,-1.6,-0.4,0.8,3.3,0.8,-0.5,1.6
CCOc1ccccc1N1CCN(C(=O)c2cc[n+]([O-])cc2)CC1,-5.2,1.5,-15.2,-16.8,-7.2,5.5,-2.0,-0.4,0.6,16.8
CCSc1nnc2c(n1)[nH]c1c(C)cccc12,-1.6,1.2,30.7,-3.4,x,0.8,3.1,0.8,-5.7,3.4
CCCCCOC(=O)C1C2C=CC3(CN(c4ccccc4C)C(=O)C13)O2 (centres undefined),x,3.4,-11.2,9.2,x,11.4,-0.3,0.0,-1.8,-9.2
CCC(=O)Nc1ccc2c(c1)ncn2CCc1ccccc1,5.5,-2.4,13.8,-5.2,2.8,2.8,3.0,-2.4,-1.4,5.2
N#Cc1ccccc1NC(=O)CNc1ccccc1N1CCCCC1,1.5,3.3,-23.0,-80.6,-2.3,6.0,1.6,-2.8,-0.3,80.6*
COc1ccccc1NS(=O)(=O)c1ccc2oc(SCC(=O)N3CCNC3=O)nc2c1,3.4,-0.2,-1.5,-13.6,-0.7,17.9,-1.7,1.8,0.3,13.6
Cc1ccccc1S(=O)(=O)Nc1ncc(C(F)(F)F)cc1Cl,-2.1,-1.3,-0.6,-2.7,-12.4,-1.3,4.7,1.1,0.3,2.7
CCOc1ccc(NC(=O)c2ccc(F)c(S(=O)(=O)N3CCN(c4ccccn4)CC3)c2)cc1,-2.7,3.5,-23.5,-37.1,x,-6.3,1.3,1.1,-2.9,37.1
C=CCOc1ccc(CNC(C)(C)C)cc1OC,-3.0,0.8,-2.7,19.9,x,-7.3,0.6,4.1,-0.1,-19.9
CC1(NC(=S)Nc2ccc3ccccc3c2)CCS(=O)(=O)C1 (centres undefined),-2.4,1.4,x,1.4,5.2,-1.5,-0.4,0.2,0.2,-1.4
O=c1c2cc(NC(=S)NCCN3CCCCCC3)ccc2nc2n1CCCCC2,-7.4,-0.6,-2.6,14.5,-2.7,-4.6,2.5,-1.8,-1.2,-14.4
COCCN(C(=O)CSc1nnc(C)n1-c1ccccc1)c1c(N)n(Cc2ccccc2)c(=O)[nH]c1=O,-3.6,2.2,-1.3,5.3,-0.9,-6.4,2.7,-4.0,-0.3,-5.3
COc1ccc(NC(=O)c2nnn(Cc3ccc(SC)cc3)c2N)c(OC)c1,x,3.6,10.7,-14.7,1.5,-1.4,2.3,-1.4,0.4,14.7
COc1cccc(/C=C/C(=O)NNC(=O)CCN2CCN(Cc3ccccc3)CC2)c1,-3.2,1.0,3.7,5.5,12.0,0.0,2.0,0.8,-1.7,-5.5
Cc1ccccc1S(=O)(=O)c1c(C)cc(C)n(C(C)C)c1=O,0.0,1.4,2.5,14.5,x,3.3,2.0,0.7,-1.6,-14.5
CCOC(=O)N1CCN(Cc2ccc(OCC(O)CN3CCCCC3)cc2)CC1 (centres undefined),-2.7,3.0,2.1,x,0.2,5.2,4.4,0.7,x,x

# Remaining list, next part:
SMILES,CAL PDZ FP-1,AddAB inh,MITF act,SR-BI uptake up,Wnt bcat act,Tat export inh,phage Ecoli inh,E coli growth,CAL PDZ FP-2,SR-BI HDL uptake
Cc1cccc(-c2cc(N)n(-c3ccccc3)n2)c1,-1.0,x,86.8*,0.5,-1.4,8.1,5.0,x,0.3,-0.5
CC(C)(C)c1ccc(/C=C/C(=O)N2CCCCC2)cc1,-1.5,x,101.2*,2.2,33.2*,3.2,1.7,x,-3.8,8.0
OCc1nc2ccccc2n1CCc1ccccc1,-2.6,2.6,9.7,-1.2,-2.2,5.6,0.8,0.1,0.3,1.2
Cc1c(C(=O)Nc2ccccn2)oc2ccccc12,x,1.3,22.5,6.8,u,-5.5,4.4,1.3,-2.0,-6.8
CCCCc1nnc(NC(=O)CS(=O)(=O)Cc2ccccc2)s1,30.2*,1.8,-2.4,-5.2,x,-2.0,7.0,-0.7,-2.4,5.2
CC1(C)CC(=O)C(C(=S)Nc2ccccc2)=C(NCCN2CCOCC2)C1,-3.0,-1.8,x,-1.8,0.8,-3.0,1.9,1.2,-0.3,1.8
Cc1ccc(CNC(=O)COC(=O)[C@@H]2CC(O)CN2S(=O)(=O)c2ccc3c(c2)OCCO3)cc1 (some centres undefined),-3.4,-0.5,5.3,10.6,-0.9,-4.0,3.9,-0.8,-2.4,-10.6
